Screens as filed in PubChem BioAssay.
yeast mec2-1: NCI yeast anticancer drug screen, S. cerevisiae mec2-1 strain; growth inhibition, % at 50 µM; 9% of 79,000 active; AID 157, 2004;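 also: 0% = growth of vehicle-only cultures of the same strain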
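mec2-1 yeast strain, carrying an alteration in DNA damage repair or cell cycle control, was exposed to compounds; growth inhibition was measured relative to vehicle-treated controls.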
rad50: NCI yeast anticancer drug screen, S. cerevisiae rad50 strain; % growth inhibition at 50 µM; 10% of 79,000 active; AID 155, 2004;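 also: 0% = growth of vehicle-only cultures of the same strain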
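DNA repair mutant yeast, compound exposure, growth read-out; inhibition is taken relative to vehicle.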
yeast bub3: NCI yeast anticancer drug screen, S. cerevisiae bub3 mutant strain; % growth inhibition at 50 µM; 9.9% of 78,000 active;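 also: 0% = growth of vehicle-only cultures of the same strain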
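Yeast carrying a defined mutation is treated with each compound, and growth is compared with that of vehicle-exposed cells to give inhibition.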
sgs1 mgt1: NCI yeast anticancer drug screen, S. cerevisiae sgs1 mgt1 strain | 10% of 78,000 active | % growth inhibition at 50 µM;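 also: 0% = growth of vehicle-only cultures of the same strain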
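Test agents were incubated with a DNA-repair-mutant yeast strain. Growth was then read and compared against vehicle-treated controls.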
mlh1 rad18: NCI yeast anticancer drug screen, S. cerevisiae mlh1 rad18 strain; % growth inhibition at 50 µM; 11% of 79,000 active;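 also: 0% = growth of vehicle-only cultures of the same strain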
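In this whole-cell yeast screen, a strain with altered DNA damage repair is challenged with compound, and its growth is measured against matched vehicle-treated controls.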
yeast cln2 rad14: NCI yeast anticancer drug screen, S. cerevisiae cln2 rad14 strain. 8.3% of 78,000 active. % growth inhibition at 50 µM;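 also: 0% = growth of vehicle-only cultures of the same strain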
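Growth inhibition, relative to vehicle-treated controls, is the read-out. The test organism is a yeast strain with defined genetic alterations, cln2 rad14.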
Active calls of the source: *; · = no result given; & = joins results of further samples. Rule as the data show it: active = growth inhibition above about 70%; inactive = the rest.

The line under a structure holds: mlh1 rad18	yeast cln2 rad14	yeast bub3	rad50	yeast mec2-1	sgs1 mgt1
COc1cccc(C(=O)NNC(=O)c2ccc3ccccc3c2)c1
  8	7	4	13	5	-2
CNCc1c(O)ccc2c(-c3ccccc3)cc(=O)oc12
  33	18	31	17	10	37
CC1=CC(NCCC(=O)O)NC(=O)N1 (configuration not stated)
  -2	-63	-2	4	-6	-18
NC(C(=O)O)C1=CCCCCC1 (configuration not stated)
  15	-7	-6	49	14	9
CCOc1ccc2c(c1)c(C)cc(C)[n+]2CC
  -3	-8	13	4	-41	-13
O=C(c1ccc(Cl)cc1)N(C(=S)N1CCN(c2ccccn2)CC1)C1CCCCC1
  19	7	-17	4	14	15
Cn1c(N)nc2c(c1=O)n(C)c(=O)n2C1OC(CO)C(O)C1O (configuration not stated)
  -12	-14	-1	0	-4	7
Cc1ccc(N=Nc2ccc(C)cc2NC(=O)c2ccc(Cl)c(Cl)c2)cc1
  -20	-13	8	-10	-11	-12
CCCCCCCCS(=O)(=O)O
  -2&32	-26&-6	0&-4	9&27	-17&-14	3&10
COc1ccc(C(C)(C)C)cc1C(C)O (configuration not stated)
  29	33	19	26	5	20
CCCCOCN1COCN(COCCCC)C1=O
  6	7	18	-2	-17	0
CC1=CC(C)C(C)N(CCNC(=O)Nc2ccccc2)c2ccccc21 (configuration not stated)
  70*	76*	84*	77*	81*	81*
CCCCCCCCC(=O)C(C)C
  0	-6	4	0	6	-6
CCCCCCCCCCCC(=O)CCCC
  -12	·	·	10	-11	·
CC1(C)OC2OC3C(CN(CCO)CCO)OC(c4ccccc4)OC3C2O1 (configuration not stated)
  -15	17	-11	-5	-4	-3
C[N+]1(CCC[N+]2(C)Cc3ccccc3C2)CCOCC1
  14	-2	-7	0	8	2
CCC(C)C1(C)OC1C(=O)OC (configuration not stated)
  5	22	-41	-3	-32	-42
CC1=N[C@@](C)(C2CC3C=CC2C3=O)COC1=O (some centres not stated)
  0	-7	0	-19	1	-26
CCCCOC(=O)C1C=C(N)CCC1 (configuration not stated)
  -16	-33	-9	13	7	-3
O=C(Nc1ccc(Cl)cc1)c1ccc2ccccc2n1
  19	2	33	-9	1	2
CN(CCNC(=O)NCCCCCCNC(=O)NCCN(C)c1ccccc1)c1ccccc1
  -5	-33	3	-6	-44	-7
O=C1NC(N2CCCCC2)=N/C1=C\c1ccco1
  -34	14	-6	-12	0	8
CCOC1(OCC)C(C)C(c2ccccc2)C(c2ccccc2)C1C (configuration not stated)
  99*	99*	99*	79*	99*	8
CCCCCCCCCCCCc1ccsc1-c1ccc(-c2ccc(-c3sccc3CCCCCCCCCCCC)s2)s1
  2	-18	-12	4	-4	7
O=C(O)/C=C/C(=O)Nc1cc(Cl)ccc1Cl
  25	·	·	10	12	·
CC12CC(=O)CC1(C)CC(=O)C2 (configuration not stated)
  2	-30	-10	7	-12	-7
CC(=O)NC(CCCNC(=O)N(CCCl)N=O)C(=O)NCc1ccccc1 (configuration not stated)
  -14	23	3	-2	-16	2
C1COC2SC3=C(SC(=C4SC5=C(SCCS5)S4)S3)SC2O1 (configuration not stated)
  7	-6	9	3	-2	19
COc1c2c(c3c(c1OC)c(=O)c1ccccc1n3C)OCO2
  13	8	9	6	11	17
Cc1cc(C)c(C(=O)c2c(C)cccc2C(=O)O)c(C)c1
  20	11	6	-12	2	-3
BrC1(c2ccccc2)C[n+]2c(-c3ccccc3)cc(-c3ccccc3)cc2-c2ccccc21 (configuration not stated)
  91*	91*	89*	90*	92*	91*
CC(=O)OC(C)C(=O)OC(C)C(=O)OCCOCCCl (configuration not stated)
  -3	-1	6	7	14	3
COc1ccc2c(c1)C(=O)C1CC(=O)CCC21 (configuration not stated)
  -9	-22	-31	-6	-10	-9
CC(=O)NC1C(OCc2ccccc2)OC(CO)C(O)C1OCC(=O)NC(C)C(=O)NC(CCC(=O)NCCCCCNc1c2ccccc2nc2cccc([N+](=O)[O-])c12)C(N)=O (configuration not stated)
  89*	79*	53	79*	87*	79*
CCCCCCC[n+]1cccc(C#N)c1
  -8	10	32	6	-5	-5
C[C@]12CCC(=O)C=C1CC[C@@H]1[C@@H]2[C@@H](O)C[C@@]2(C)[C@H]1CC[C@]2(O)C(=O)COC(=O)CCC1CCCC1
  84*	83*	77*	84*	84*	82*
COc1cc(/C=C/C(=O)NCCCCN=[N+]=[N-])ccc1O
  20	16	7	12	8	10
Cc1cc(=O)oc2cc(OCC3COC(COc4ccc5c(C)cc(=O)oc5c4)CO3)ccc12 (configuration not stated)
  8	32	-6	28	-1	59
CC(C)CC(C#N)C(=O)O (configuration not stated)
  2	5	-4	-1	-2	-5
C=C(Cl)CN1C(=O)c2ccccc2C1=O
  -5	-58	1	13	-7	-10
O=C1c2ccccc2-c2cc(Br)c(NC(=O)C3CCCCC3C(=O)O)cc21 (configuration not stated)
  4	26	-1	0	4	21
CC(=O)OC(c1ccc2c(c1)OCO2)C(C)C (configuration not stated)
  32	-36	-3	40	22	2
O=C1C=C(c2ccccc2)C(c2ccccc2)=C1
  11	30	-6	24	3	-5
COc1ccc2nccc(SCC(=O)O)c2c1
  2	19	37	-5	8	-30
O=C(Cc1ccccc1)C(c1ccccc1)C(c1ccccc1)c1ccccc1 (configuration not stated)
  -1	14	-2	-13	-12	5
CC1=CNNc2ccccc21
  5	8	-14	-3	1	-5
Cc1cc(N(CCC#N)S(=O)(=O)c2ccccc2)ccc1C=Nc1ccc(C(=O)O)cc1
  -7	-4	2	-12	-8	-6
CCCCCCCCS(=O)(=O)CCCC
  2	-10	-6	-16	-13	-10
Cc1cc(C)c2nccc(/C=C/c3ccc(N(C)C)cc3)c2c1
  -7	-27	-19	-15	0	-16
CC1(C)COC(CCCCCO)=N1
  -3	-17	12	7	-2	-19

Following part.
The line under a structure holds: mlh1 rad18	yeast cln2 rad14	yeast bub3	rad50	yeast mec2-1	sgs1 mgt1
COc1ccc(C(=Cc2cc(OC(C)=O)c3ccccc3c2OC(C)=O)c2ccc(OC)cc2)cc1
  0	-16	4	13	-9	-8
OCCN1CCN(CCCN2c3ccccc3CCc3ccccc32)CC1
  42	28	23	63	25	68
Oc1[nH]c2ccccc2c1N=NC(=S)Nc1ccccc1
  -5	-13	-11	13	2	-2
CC(=O)Nc1cccc2c(OC(C)=O)cccc12
  -4	-50	8	15	-21	-20
COc1cc2c3c(c4ccc(OC)c(OC)c4c2cc1OC)CN1CCC[C@@H]1C3
  88*	91*	92*	92*	94*	93*
O=C1C=C(NCCc2cc(Br)c(O)c(Br)c2)C(=O)c2ncccc21
  91*	46	96*	92*	74*	90*
COc1ccc(OC)c(NC(=O)C(=O)Nn2c(=S)[nH]c3ccccc3c2=O)c1
  -17	3	-24	-8	3	-12
O=C1CCC2c3ccccc3C(=O)C2C1 (configuration not stated)
  9	-19	-14	7	4	-1
N=C(N)Sc1ccc([N+](=O)[O-])cc1 (tested in a mixture with another compound)
  -10	-18	20	-8	-6	8
O=C(O)CCC(CC(=O)O)C(=O)O (configuration not stated)
  15	14	24	19	5	16
C=CCOc1cccc(OCC=C)c1C
  -4	·	·	-15	-20	·
COc1ccc(C(C)C=O)cc1 (configuration not stated)
  2	-52	-28	6	-15	-30
COc1ccc2oc(=S)[nH]c2c1
  43	9	-4	12	9	54
Cn1cnc([N+](=O)[O-])c1Sc1nc(N)nc2c1ncn2C1CC(O)C(CO)O1 (configuration not stated)
  12&9	-24&-7	-15&-3	8&-7	0&-3	-5&4
COC1OC(CO)C(N(C)C(C)=O)C1O (configuration not stated)
  -17	6	-1	9	2	-3
C1CCC(OCCOC2CCCCO2)OC1 (configuration not stated)
  -29	3	10	-21	-30	-9
O=c1ccc([N+](=O)[O-])c[nH]1
  -7&-4	-46&6	-6&-20	-4&8	-19&0	-6&-28
CCCCC(NC(=O)C(Cc1ccccc1)NC(=O)OCc1ccccc1)C(=O)O (configuration not stated)
  9	-32	-3	6	-1	-4
CCCCOC(=O)c1ccc(OC(=O)Nc2ccc(Cl)cc2)cc1
  30	-11	79*	10	42	39
NCc1cccc(O)c1O
  25	25	54	74*	81*	41

Record cards, from the list above:
Entry for `CCCCOC(=O)c1ccc(OC(=O)Nc2ccc(Cl)cc2)cc1` → mlh1 rad18: 30; yeast cln2 rad14: -11; yeast bub3: 79*; rad50: 10; yeast mec2-1: 42; sgs1 mgt1: 39
Entry for `O=c1ccc([N+](=O)[O-])c[nH]1` → mlh1 rad18: -7&-4; yeast cln2 rad14: -46&6; yeast bub3: -6&-20; rad50: -4&8; yeast mec2-1: -19&0; sgs1 mgt1: -6&-28

Carrying on.
The line under a structure holds: mlh1 rad18	yeast cln2 rad14	yeast bub3	rad50	yeast mec2-1	sgs1 mgt1
O=[N+]([O-])c1ccc(Cl)c(P(=O)(O)c2cc([N+](=O)[O-])ccc2Cl)c1
  37	28	3	61	9	49
Cc1cc(C(C)(C)C)cc(C)c1Br
  -2	-15	0	-2	-1	-9
N#CC(=O)Nc1ccc(Cl)c(Cl)c1
  0	-77	-2	-19	-11	-15
CN1C(CC(O)(c2ccccc2)c2ccccc2)CCCC1CC(O)(c1ccccc1)c1ccccc1 (configuration not stated)
  0	-41	2	-16	-2	-10
O=c1[nH]c(CN2CCCCC2)nn1-c1ccccc1
  2	69	15	8	10	10
CCOC(=O)C(C(=O)OCC)C(c1cccc2ccccc12)c1cccc2ccccc12
  -5	-25	-1	1	-5	-20
Nc1ccc(S(=O)(=O)N(CCO)CCO)cc1[N+](=O)[O-]
  22	·	·	7	-22	·
CCOC(OCC)C(Cl)(Cl)CCl
  -6	-25	-1	6	4	-4
Cc1ccc(C(=O)CCC(=O)OCC(=O)c2ccc(-c3ccccc3)cc2)cc1
  -20	15	-6	-8	11	-1
O=C1c2ccccc2-c2cc(Br)c(NC(Cl)Cl)cc21
  -8	20	5	2	-6	7
CCc1nc(N)nc(N)c1-c1ccc(Cl)c(N=CN(C)C)c1
  52	30	17	32	23	27
COc1ccc(/C=C(\C#N)c2cccc(Cl)c2)cc1
  5	19	43	26	14	43
CC(C)(C(=O)NN)c1ccccc1
  63	56	52	53	10	15
CCOC(=O)C(=O)c1cn(C)c(=O)n(C)c1=O
  11	4	1	12	3	1
NC(=O)c1ncn(C2OC(COP(=O)(O)O)C(O)C2O)c1N (configuration not stated)
  -20	19	-18	-3	4	-5
CCCCCCC(c1c(O)cc(C)[nH]c1=O)c1c(O)cc(C)[nH]c1=O
  -12	-8	-13	-7	-8	10
O=C(O)c1cccc(CN2CCCCC2)c1
  4	-14	-23	6	-14	-26

Another view of part of the listing above:
canonical_smiles	mlh1 rad18	yeast cln2 rad14	yeast bub3	rad50	yeast mec2-1	sgs1 mgt1
CCOC(=O)C(=O)c1cn(C)c(=O)n(C)c1=O	11	4	1	12	3	1
NC(=O)c1ncn(C2OC(COP(=O)(O)O)C(O)C2O)c1N (configuration not stated)	-20	19	-18	-3	4	-5
CCCCCCC(c1c(O)cc(C)[nH]c1=O)c1c(O)cc(C)[nH]c1=O	-12	-8	-13	-7	-8	10
O=C(O)c1cccc(CN2CCCCC2)c1	4	-14	-23	6	-14	-26
